NR2E3 ag-1: inhibitors of NR2E3-RetCOR corepressor binding, primary screen, NR2E3 agonist project, biochemical, TR-FRET, GST-NR2E3, biotin-RetCOR; 1536-well; inhibition of corepressor binding, % at 4.78 µM; AID 2300, 2010; hit rate 0.12% among 320,000; Photoreceptor-specific nuclear receptor (Homo sapiens), Q9Y5X4;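 active means percent inhibition above the cutoff of mean plus 3 SD of all tested compounds, set per screening campaign, cut at about 20% in these data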;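 further: 0% = DMSO wells and 100% = biotin wells as full block of FRET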
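System: GST-tagged NR2E3 plus biotinylated RetCOR corepressor; Buffer or medium: pH 7.5 Tris-based buffer; Probe or stimulus: RetCOR corepressor, biotinylated, 7 nM; Doses: compound at 4.8 µM, single dose; Schedule: 5 h incubation at 4 °C; Technique: time-resolved FRET; Evaluation: percent inhibition of TR-FRET ratio; Replication: one well per compound, singlicate testing.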
Shn3 inh set2: reduction of Shn3 3'UTR firefly luciferase signal, primary screen, Schnurri-3 inhibitor project, cell-based, Clone20 osteoblasts, set 2; Clone20 osteoblast Shn3 3'UTR firefly luciferase, 24 h; inhibition, % at 12.5 µM; hit rate 0.52% among 360,000;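 active means mean inhibition of at least 75% with every replicate also reaching 75%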;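 further: 0% = median of neutral control wells and 100% = pilot-screen positive control compound; some compounds past the cut are filed as inactive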
HIF-2a inh: HIF-2a reporter inhibitors, primary screen, luminescence, 786-0 RCC cells | 786-0 RCC cells HIF-2a reporter, luciferase luminescence, overnight | inhibition, % at 18.8 µM | hit rate 0.72% among 360,000 | AID 624352, 2012;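 active means inhibition of the luminescence signal of 40% or more relative to plate controls, in a single-dose primary screen at 18.75 µM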
HTR2A ag: mouse Htr2a agonists via beta-arrestin recruitment, primary screen, cell-based, luminescence; activation, % at 7.6 µM; AID 624169, 2012; hit rate 0.66% among 360,000; CHO-K1 mHTR2A beta-arrestin complementation; percent of 30 µM serotonin response;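 active means activation above a run cutoff, the mean activation of all tested compounds plus 3 SD, cut at about 14% in these data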;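 further: 0% = plate median of compound wells and 100% = 30 µM serotonin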
Target sequence (P35363 whole entry, looked up): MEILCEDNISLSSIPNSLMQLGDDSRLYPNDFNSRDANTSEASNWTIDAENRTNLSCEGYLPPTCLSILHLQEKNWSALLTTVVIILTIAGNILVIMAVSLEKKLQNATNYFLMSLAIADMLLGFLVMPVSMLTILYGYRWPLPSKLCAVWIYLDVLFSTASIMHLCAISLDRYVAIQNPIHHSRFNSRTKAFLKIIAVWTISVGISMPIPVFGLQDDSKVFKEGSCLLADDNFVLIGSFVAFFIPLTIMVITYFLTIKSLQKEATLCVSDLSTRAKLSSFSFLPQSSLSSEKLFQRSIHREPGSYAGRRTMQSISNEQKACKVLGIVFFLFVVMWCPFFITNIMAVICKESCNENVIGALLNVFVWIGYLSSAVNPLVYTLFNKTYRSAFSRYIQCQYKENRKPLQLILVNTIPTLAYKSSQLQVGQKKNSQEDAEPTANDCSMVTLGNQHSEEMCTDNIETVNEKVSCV
iPSC survival up: enhancers of single-cell hiPSC survival, primary screen, ATPlite luminescence. 100% = ROCK inhibitor wells, 0% = DMSO. survival enhancement, % at 20 µM. hit rate 0.044% among 360,000. AID 602274, 2012; in the data active means survival enhancement above about 18%;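 further: cells exposed to compounds for 16 hours before the ATP read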
NR2E3 ag-2: NR2E3 agonists in two-hybrid cells, primary screen, cell-based, luminescence, CHO-S, Gal4-NCOR/VP16-NR2E3; AID 602229, 2012; luciferase; hit rate 0.35% among 360,000; inhibition of corepressor binding, % at 3.98 µM;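 active means inhibition above the mean of all tested compounds plus 3 SD, cut at about 70% in these data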;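 further: 0% = DMSO with NR2E3 transfected cells and 100% = cells lacking NR2E3 construct; higher means lower luciferase signal from less NR2E3 corepressor binding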
H9c2 protect: cardioprotection against H2O2-induced cell death, primary screen, uHTS, H9c2 cells, ATPLite luminescence. H9c2 cardiomyocytes, H2O2 injury protection, 2 h. protection from H2O2 cell death, % at 20 µM. hit rate 0.63% among 360,000. AID 588492, 2011;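 active means compounds giving at least 50% protection of heart cells from peroxide-induced death in the single-dose screen, raw or plate-pattern-corrected value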;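 further: 0% = DMSO wells with peroxide and 100% = DMSO wells without peroxide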
Peg3 promoter: Peg3 promoter-driven luciferase inhibitors, primary screen, cell-based, HeLa, luciferase luminescence. HeLa PEG-Prom luciferase reporter, overnight. inhibition, % at 20 µM. hit rate 1.7% among 360,000. AID 588405, 2011;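 active means inhibition of at least 50% at 20 µM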
CaV13 ICDI inh: Disruptors of the CACNA1D IQ motif to Ca2+-dependent inactivation inhibitor domain association, primary screening, Förster resonance energy transfer in intact living …; HEK cells, CFP/YFP FRET ICDI-IQ, plate reader, 10 min; percent FRET-ratio fall versus neutral wells; inhibition, % at 12.3 µM; hit rate 0.098% among 340,000; AID 743397;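 active means mean replicate inhibition of at least 30% and at least 1% of replicates passing that level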;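 further: 0% = median of the neutral control wells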
MITF TRPM1 inh: inhibitors of MITF-dependent TRPM1 promoter reporter, primary screen, cell-based, SK-MEL-5, single point, luciferase; SK-MEL-5 TRPM1 promoter luciferase, 24 h; hit rate 0.83% among 330,000; inhibition, % at 12.5 µM;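 active means mean inhibition across replicates of 60% or more, whatever share of single replicates reaches that level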; further: values of inactives mirror those of a sister screen read the other way
PDI turbidity: inhibitors of human PDI, primary screen, biochemical, turbidity, single point, plate reader. Protein disulfide-isomerase (Homo sapiens), P07237. PDI insulin aggregation turbidity, A650, 90 min. inhibition, % at 10 µM. hit rate 0.052% among 350,000;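 active means mean inhibition across replicates of 30% or more, whatever share of single replicates reach that level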;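 further: absorbance from insulin aggregation driven by PDI reduction with DTT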
Target sequence (P07237 whole entry, looked up): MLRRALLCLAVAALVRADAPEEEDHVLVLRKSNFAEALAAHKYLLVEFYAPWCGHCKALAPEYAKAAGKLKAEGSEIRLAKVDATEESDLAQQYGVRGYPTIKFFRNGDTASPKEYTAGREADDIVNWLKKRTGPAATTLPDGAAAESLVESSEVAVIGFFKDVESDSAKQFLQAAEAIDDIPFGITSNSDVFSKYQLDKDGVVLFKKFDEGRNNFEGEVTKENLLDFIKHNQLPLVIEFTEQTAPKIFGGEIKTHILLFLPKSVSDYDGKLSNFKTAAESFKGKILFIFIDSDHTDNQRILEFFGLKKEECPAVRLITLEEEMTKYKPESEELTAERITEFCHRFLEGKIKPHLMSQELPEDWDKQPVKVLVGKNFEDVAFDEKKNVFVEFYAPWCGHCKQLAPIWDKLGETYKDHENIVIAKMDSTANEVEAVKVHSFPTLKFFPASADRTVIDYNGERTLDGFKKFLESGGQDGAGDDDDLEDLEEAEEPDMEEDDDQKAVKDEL
The depositor's hits bear a star; i = inactive; . = no result given.

SMILES | NR2E3 ag-1 | Shn3 inh set2 | HIF-2a inh | HTR2A ag | iPSC survival up | NR2E3 ag-2 | H9c2 protect | Peg3 promoter | CaV13 ICDI inh | MITF TRPM1 inh | PDI turbidity
CCOc1ccc(CNC(=S)N/N=C\c2ccc([N+](=O)[O-])cc2)cc1 | 3 | -16 | -39 | 4 | -2.9 | -54 | -17 | -38 | -1 | -8 | -1
CCCCCCSc1ccc([C@@H]2[C@H]3C(=O)N(CC)C(=O)[C@H]3[C@]3(C(=O)OC)CCCN23)cc1 | 3 | -12 | 2 | 2 | -0.1 | -21 | -2 | 9 | 8 | 8 | -6
CCC(CC)c1nnc(NC(=O)CC(C)c2ccccc2)s1 (stereo not drawn) | 0 | 13 | 13 | -1 | -0.3 | -2 | -2 | 6 | 0 | 9 | 12
Cc1cc(C(=O)CSc2nnc(-c3cccnc3)n2-c2ccccc2F)c(C)n1C | -2 | 0 | 15 | -2 | -0.2 | 9 | 14 | 16 | -3 | -4 | 0
CCCN(CC(=O)Nc1ccccc1C)C(=O)Cc1coc2cc(C)ccc12 | -2 | -16 | 7 | -7 | 0.8 | -24 | -6 | 12 | -9 | -7 | 3
N=C1SC(CC(=O)Nc2ccccc2[N+](=O)[O-])C(=O)N1c1ccccc1 (stereo not drawn) | 3 | 9 | 4 | 2 | 0.8 | 24 | 3 | 17 | -4 | 5 | -10
Oc1ccccc1-c1nc(N2CCCC2)c2ccccc2n1 | 1 | 1 | 10 | 2 | 1.4 | -3 | 1 | -11 | . | -12 | 1
CCCS(=O)(=O)N1CCC(C(=O)NCCN2CCCC2)CC1 | -2 | -20 | 7 | 3 | -1.0 | 22 | -4 | 8 | -5 | -2 | 0
Cc1ccc(Cl)cc1N1CCN(C(=O)C(=O)N2CCCCC2)CC1 | 3 | -2 | 7 | 0 | 2.7 | 4 | -2 | -4 | -6 | 8 | -1
COc1ccc(CNC(=O)C(OC(=O)c2ccco2)c2ccccc2)cc1 (stereo not drawn) | 3 | -11 | -24 | -4 | 0.5 | 12 | 10 | -15 | -5 | -9 | -2
C=CCNC(=S)N1CCC(C(=O)c2ccc(F)cc2)CC1 | -3 | 19 | 4 | 0 | 0.3 | -8 | 1 | 4 | -6 | 7 | 0
C=CCn1c(SCC(=O)NCC(c2ccccc2)N(C)C)nnc1C1CCCCC1 (stereo not drawn) | 0 | 4 | 8 | 0 | -1.2 | 5 | 5 | 13 | -5 | 7 | 13
CC(=O)Nc1ccc(NC(=O)C2CCCCC2C(=O)O)cc1 (stereo not drawn) | 3 | -7 | 16 | 1 | -0.4 | 9 | -5 | 5 | -2 | -11 | 7
COc1ccccc1NS(=O)(=O)c1ccc(-c2cc(C)no2)s1 | 3 | 26 | 18 | 1 | -0.1 | 9 | -4 | 49 | -2 | 11 | 3
Cc1ccc(NC(=O)C2(NC(=O)c3cccc(N4C(=O)CSC4c4ccccc4)c3)CCCCC2)cc1 (stereo not drawn) | 3 | -3 | 7 | -5 | 0.2 | 6 | -3 | 12 | -5 | 1 | -3
CC(C)c1ccc(N(CC(=O)Nc2ccc(S(=O)(=O)N3CCOCC3)cc2)S(C)(=O)=O)cc1 | 5 | -2 | -7 | -4 | -2.1 | -1 | 4 | 1 | -4 | 8 | 6
COc1ccc(-c2oc3ncnc(NCCCN(C)C)c3c2-c2ccc(OC)cc2)cc1 | -1 | 17 | 33 | -14 | -0.7 | 23 | -18 | 104* | -5 | 21 | 5
O=c1ccc(Cl)n[nH]1 | -2 | 4 | 5 | 3 | 0.7 | -22 | 6 | 5 | -9 | 0 | -15
COc1ccc(CC(N)c2csc(NC(=O)c3cc(C(C)(C)C)oc3C)n2)cc1 (stereo not drawn) | . | 3 | -62 | 1 | -6.0 | -73 | -29 | 99* | -5 | . | -3
COc1cc(-c2nnn(CC#N)n2)ccc1OCc1ccccc1 | 2 | -9 | -161 | -4 | 0.9 | -1 | 8 | -147 | -8 | -33 | 9
Cc1ccc(C(=O)N/N=C2/NC(=O)CC(C(=O)Nc3ccccc3)S2)cc1 (stereo not drawn) | 2 | 9 | 8 | -3 | 0.8 | 8 | 10 | 4 | -5 | -7 | 2
COCC1CCCCN1C(=O)c1cc(COc2ccc3ncccc3c2)on1 (stereo not drawn) | 6 | 89* | 0 | 20* | 0.0 | 104* | -14 | -1 | -16 | 28 | 2
COc1ccc(C(O)c2nc(-c3cccc(F)c3)cs2)cc1 (stereo not drawn) | . | 82* | -49 | 6 | 2.2 | -6 | -7 | -32 | -6 | . | 7
Cc1ccsc1C(=O)N1CCN(C(=O)c2ccco2)CC1 | 1 | 23 | 14 | 17* | -0.3 | 1 | 4 | -1 | -1 | 7 | 4
O=C(Nc1nc2nccc(-c3ccccc3)n2n1)C(Cl)(Cl)Cl | 2 | 9 | -26 | -1 | -2.1 | -13 | 8 | -42 | -3 | -9 | -5

Whole records, quoted from the list. Values in the order: NR2E3 ag-1	Shn3 inh set2	HIF-2a inh	HTR2A ag	iPSC survival up	NR2E3 ag-2	H9c2 protect	Peg3 promoter	CaV13 ICDI inh	MITF TRPM1 inh	PDI turbidity
CCOc1ccc(CNC(=S)N/N=C\c2ccc([N+](=O)[O-])cc2)cc1 across the screens: 3	-16	-39	4	-2.9	-54	-17	-38	-1	-8	-1
C=CCn1c(SCC(=O)NCC(c2ccccc2)N(C)C)nnc1C1CCCCC1 (stereo not drawn) across the screens: 0	4	8	0	-1.2	5	5	13	-5	7	13
COCC1CCCCN1C(=O)c1cc(COc2ccc3ncccc3c2)on1 (stereo not drawn) across the screens: 6	89*	0	20*	0.0	104*	-14	-1	-16	28	2

Following part.
SMILES | NR2E3 ag-1 | Shn3 inh set2 | HIF-2a inh | HTR2A ag | iPSC survival up | NR2E3 ag-2 | H9c2 protect | Peg3 promoter | CaV13 ICDI inh | MITF TRPM1 inh | PDI turbidity
Cc1cc(=O)oc2cc(OCC(=O)Nc3ccc(CN4CCOCC4)cc3)c(Cl)cc12 | 2 | -22 | -11 | 2 | 0.4 | -2 | -6 | -38 | -6 | -7 | -8
c1ccc(-c2ccncn2)cc1 | . | 8 | 14 | -4 | -0.9 | -29 | 1 | 6 | -3 | 9 | -6
Cc1ccc(CNS(=O)(=O)c2cccc3nsnc23)cc1 | -3 | -6 | 12 | 4 | 2.3 | -20 | -1 | -2 | 0 | 10 | -1
O=C(CCC(=O)c1cccs1)OCc1nnc(-c2ccccc2)o1 | -1 | 9 | -5 | 2 | 3.6 | -17 | -4 | 3 | -5 | -1 | -2
Fc1ccccc1OCCCCCCN1CCCC1 | -2 | 26 | -63 | -7 | -0.8 | -36 | -7 | -35 | -9 | -4 | -2
C/C(CCc1ccc2c(c1)OCO2)=N\NC(=O)c1ccccc1Cl | 0 | -8 | -1 | -7 | -0.1 | -38 | 4 | 0 | -8 | -8 | -1
CCn1c(CSc2nnc(C)n2-c2ccccc2)nc2cc(S(=O)(=O)N(C)C)ccc21 | 0 | -1 | 26 | 5 | 1.1 | 5 | 6 | -4 | -7 | 21 | 3
O=C(Nc1cccc(-c2csc(Nc3ccc(Cl)cc3)n2)c1)c1cccc(C(F)(F)F)c1 | -4 | 0 | -126 | 3 | 6.1 | -49 | -11 | -14 | -5 | -5 | -2
Cc1ccc(NC(=O)CN(C)CC(=O)N(C)Cc2ccccc2)cc1 | 2 | -20 | -1 | 6 | -1.3 | 2 | -4 | -3 | -2 | -2 | -2
COc1cccc(C2Nc3cccc4cccc(c34)N2)c1 | 1 | -23 | 13 | 7 | -0.2 | -10 | -4 | -11 | -6 | 4 | -4
COc1ccccc1NC(=S)N(Cc1ccccc1)Cc1cccs1 | 4 | -1 | 17 | 3 | 0.3 | -10 | -1 | -10 | -2 | 0 | 3
Cc1ccc([C@H]2C[C@@H](n3cc(-c4ccc(F)cc4)nn3)[C@H](O)CN2C(=O)c2cccs2)cc1 | . | -8 | -7 | -6 | 0.1 | -19 | -8 | 4 | -10 | . | 0
NC(=O)[C@@H]1CCCCNc2c(F)cc([N+](=O)[O-])cc2C(=O)N[C@@H](CC(=O)O)C(=O)N[C@@H](CCC(=O)O)C(=O)N1 | 4 | -16 | 1 | 0 | 0.0 | -25 | -2 | 6 | . | i | 3
COc1ccc(/C=C/C(=O)OCC(=O)Nc2cc(C(F)(F)F)ccc2Cl)cc1 | -1 | -13 | 8 | -1 | -2.1 | -20 | -15 | 34 | -4 | 10 | -3
Cn1ccnc1SCC(=O)Nc1ccc([N+](=O)[O-])cn1 | . | 7 | -6 | 6 | 0.1 | -4 | -3 | 0 | -6 | -11 | 2
CCN(CC)S(=O)(=O)c1cc(C(=O)N2CCc3ccccc32)ccc1Cl | -3 | 11 | 8 | -2 | -1.3 | -3 | -8 | 18 | -5 | 6 | 10
COc1ccc(/C=C/C(=O)OCC(=O)Nc2cc(S(=O)(=O)N(C)C)ccc2Cl)cc1 | 1 | -39 | 4 | 4 | -0.5 | -5 | 4 | 4 | -4 | 0 | -5
CCO/N=C/C(=O)Nc1ccc(F)cc1F | 2 | -7 | -4 | 3 | 2.7 | -8 | 1 | 1 | -2 | 10 | -13
C=CCCCCCCCC(=O)OC | 4 | -34 | 4 | 1 | 0.0 | -2 | 2 | 7 | . | -3 | .
Cc1cccc(OCC(=O)Nc2cc(NC(=O)COc3cccc(C)c3)cc(C(=O)O)c2)c1 | 2 | 21 | 16 | 3 | -0.3 | 1 | 4 | 4 | -6 | 11 | -4
COc1ccccc1C(=O)NCC(=O)N/N=C/c1ccncc1 | 0 | -10 | 3 | -2 | 2.2 | -10 | -5 | -6 | -3 | -1 | -1
CC(C)(C)OC(=O)N1CCC(NC(=O)c2nc[nH]c2C(=O)NC2CCN(C(=O)OC(C)(C)C)CC2)CC1 | 3 | -2 | 13 | -2 | 1.8 | -10 | 7 | 15 | -5 | 2 | -2
Cc1ccc2nc(NS(=O)(=O)c3cn(C)nc3C)sc2c1 | 5 | 12 | -1 | 5 | -0.3 | -16 | 4 | -11 | . | 19 | -1
COc1cccc(OC)c1CN1CCCC(C(=O)c2ccccc2SC)C1 (stereo not drawn) | 5 | 31 | 20 | -4 | -1.8 | -17 | -8 | 12 | 4 | -8 | -1
CC(C)CC(C(=O)O)N1C(=O)C2C3c4ccccc4C(c4ccccc43)[C@@H]2C1=O (stereo partly drawn) | -1 | 2 | 11 | 2 | 0.1 | -2 | 0 | 5 | -20 | -1 | 2
COCCn1c(SCC(=O)NC2CCCC2)nnc1-c1ccncc1 | -1 | -16 | 8 | -5 | 0.1 | -8 | 5 | -5 | -2 | 1 | -3

Bioassay records as filed in PubChem.
